Screens deposited in PubChem by Sanford-Burnham Center for Chemical Genomics.
697 NFkB inh – inhibitors of PMA/ionomycin-induced NF-kB reporter, 697 cells, primary screen, B-cell NF-kB inhibitor project, cell-based, luminescence, uHTS; AID 435022, 2010; 697 B-cell NF-kB luciferase reporter, 16 h; inhibition, % at 4 µM; 0.33% of 330,000 active; in the data active means inhibition above about 35%
tim23-1 inh – growth inhibitors of tim23-1 mutant yeast, primary screen, luminescence, uHTS. S. cerevisiae tim23-1 growth, BacTiter-Glo luminescence, 24 h. inhibition, % at 20 µM. 1.3% of 330,000 active;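 active means growth inhibition of the mutant yeast at or above 50%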;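 further: temperature-sensitive mutant grown at 25 °C; plate controls were DMSO-treated mutant yeast for no effect and medium wells lacking yeast for full effect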
TIM10 inh – growth inhibitors of isogenic TIM10 control yeast, primary screen, counter-screen for tim10-1 yeast inhibitor project, luminescence, uHTS | S. cerevisiae TIM10 strain growth, BacTiter-Glo luminescence, 24 h | 1.4% of 330,000 active | inhibition, % at 10 µM;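 active means inhibition of 40% or more at the single tested concentration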;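 further: wild-type TIM10 isogenic control strain grown at permissive 25 °C; 0% = DMSO yeast wells and 100% = minimal medium wells without yeast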
Mdm2 MdmX PPI – inhibitors of human Mdm2-MdmX association, primary screen, cell-based, luminescence, split luciferase, SaOS-2, uHTS | inhibition, % at 8 µM | SaOS-2 split-luciferase Mdm2/MdmX complementation | AID 485346, 2010 | Protein Mdm4 (Homo sapiens) + E3 ubiquitin-protein ligase Mdm2 (Homo sapiens), … | 3% of 330,000 active;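 active means inhibition of at least 50% at 8 µM in the primary screen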
Target sequence (O15151 whole entry, looked up): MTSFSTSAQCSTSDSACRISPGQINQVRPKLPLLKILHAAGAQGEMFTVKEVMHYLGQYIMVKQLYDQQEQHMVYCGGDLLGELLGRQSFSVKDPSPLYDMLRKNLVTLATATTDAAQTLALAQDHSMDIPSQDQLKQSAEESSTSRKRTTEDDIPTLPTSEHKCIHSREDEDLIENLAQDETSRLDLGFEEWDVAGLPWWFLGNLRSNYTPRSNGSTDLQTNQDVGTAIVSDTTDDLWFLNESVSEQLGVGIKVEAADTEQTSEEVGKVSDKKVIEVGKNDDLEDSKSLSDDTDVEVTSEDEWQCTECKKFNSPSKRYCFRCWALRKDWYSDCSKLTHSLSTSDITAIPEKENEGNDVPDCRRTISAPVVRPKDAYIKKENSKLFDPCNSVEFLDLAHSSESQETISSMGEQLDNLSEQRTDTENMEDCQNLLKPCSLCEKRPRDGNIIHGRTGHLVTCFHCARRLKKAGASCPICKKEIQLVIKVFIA
Target sequence (Q00987 whole entry, looked up): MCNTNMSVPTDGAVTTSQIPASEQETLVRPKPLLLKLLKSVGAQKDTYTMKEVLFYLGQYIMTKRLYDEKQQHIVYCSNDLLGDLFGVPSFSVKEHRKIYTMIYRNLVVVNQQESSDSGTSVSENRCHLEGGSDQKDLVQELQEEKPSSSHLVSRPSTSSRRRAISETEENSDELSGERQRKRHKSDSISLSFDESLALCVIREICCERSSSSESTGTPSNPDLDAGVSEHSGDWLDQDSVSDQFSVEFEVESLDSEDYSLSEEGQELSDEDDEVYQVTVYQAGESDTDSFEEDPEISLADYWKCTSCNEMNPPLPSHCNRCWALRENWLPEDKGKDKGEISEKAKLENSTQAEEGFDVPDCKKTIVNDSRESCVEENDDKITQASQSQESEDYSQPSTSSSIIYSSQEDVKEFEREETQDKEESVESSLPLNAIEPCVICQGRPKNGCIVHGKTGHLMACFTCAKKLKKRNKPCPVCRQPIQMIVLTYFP
UPR CHOP act – activators of apoptotic CHOP UPR arm, primary screen, cell-based, CHO-CHOP luciferase reporter, luminescence, uHTS; UPR activation; percent of tunicamycin response over DMSO baseline; activation, % at 10 µM; 0.34% of 330,000 active; AID 449763, 2010;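 active means at 10 µM dose, activation of 40% or more, normalized to positive control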;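 further: 100% = tunicamycin at 10 µg/mL and 0% = DMSO alone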
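Dosing – one dose, 10 µM in 0.5% DMSO · System – CHO-CHOP cells, stable luciferase reporter of PERK-eIF2a-CHOP signalling · Input – 500 cells/well · Control set – tunicamycin 10 µg/mL final as positive, DMSO-only wells as negative · Timing – 6 h compound treatment, 37 °C · Measure – % activation vs tunicamycin · Technique – luminescence read with Steady-Glo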
Jurkat NFkB inh – inhibitors of induced NF-kB luciferase reporter, primary screen, TCR NF-kB activation inhibitor project, cell-based, luminescence, uHTS | Jurkat, PMA/ionomycin-induced NF-kB luciferase reporter | inhibition, % at 4 µM | 0.53% of 330,000 active | AID 435003, 2010; in the data active means inhibition above about 50%
tim10-1 inh – growth inhibitors of tim10-1 mutant yeast, primary screen, luminescence, uHTS. 2.2% of 330,000 active. inhibition, % at 20 µM. S. cerevisiae tim10-1 ts strain growth, BacTiter-Glo, 24 h;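 active means inhibition of at least 40%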;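 further: mutant grown at 25 °C; 0% = DMSO wells with yeast and 100% = wells holding no yeast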
UPR XBP1 act – activators of adaptive XBP1 UPR arm, primary screen, cell-based, CHO-XBP1 luciferase reporter, luminescence, uHTS | AID 463104, 2010 | activation, % at 20 µM | 0.33% of 330,000 active | IRE1-XBP1 UPR activation; percent of tunicamycin response, DMSO as zero;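 active means versus positive control, 20 µM dose yields 30% or more activation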;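 further: 100% = tunicamycin at 10 µg/mL and 0% = DMSO only wells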
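Signal: luciferase luminescence; Assay system: CHO-XBP1 luciferase reporter cells; Amount: one thousand reporter cells per well; Dosing: 20 µM single concentration, DMSO 1%; Benchmarks: high control tunicamycin 10 µg/mL final, low control DMSO vehicle only; Schedule: 6 h compound exposure at 37 °C, 5% CO2; Evaluation: percent activation relative to tunicamycin reference.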
* hit, by the source's call; & = joins results of further samples.

SMILES	697 NFkB inh	tim23-1 inh	TIM10 inh	Mdm2 MdmX PPI	UPR CHOP act	Jurkat NFkB inh	tim10-1 inh	UPR XBP1 act
CN(C)c1ccc(C(=O)OCC(=O)N2CCCC2)cc1	4	4	8	-30	2.1	-33	-14	3
O=C(CSc1nnc(-c2ccc(Br)cc2)o1)N1CCN(C(=O)c2ccco2)CC1	6	10	17	11	-0.6	4	19	-2
O=C(NCc1cccc(Cl)c1)C1CCC(=O)N(CCN2CCOCC2)C1 (centres undefined)	1	-12	-1	14	2.9	2	-16	-1
COc1ccc(OC)c(S(=O)(=O)Nc2ccccc2C(F)(F)F)c1	6	32	6	22	-2.9	12	29	-2
O=C(CN1CCc2ccccc21)NN1CC(=O)N(c2ccc(Cl)cc2)CC1=O	18	-4	12	17	-0.3	10	18	-6
COc1ccccc1CCNC(=O)c1cccc(S(=O)(=O)N2CCc3ccccc3C2)c1	10	23	12	6	-1.2	-1	6	-1
COc1ccc(C2=NOC3(CC(=O)N(c4ccc(C)cc4)C3=O)C2)cc1 (centres undefined)	17	22	39	12	3.4	6	3	0
Cc1cc2c(=O)n(C)c(SCC(=O)Nc3ccccc3)nc2s1	-18	-4	-21	13	2.1	-2	9	-6
O=c1[nH]c(SCc2cccc([N+](=O)[O-])c2)nc2[nH]ncc12	4	4	-5	3	-0.1	6	8	-1
COc1cccc(NC(=O)CN(C)C(=O)CC(NC(=O)c2ccccc2Cl)c2ccccc2)c1 (centres undefined)	17	-7	-4	25	2.2	-9	0	-2
CCOC(=O)N1CCN(C(=O)c2ccc3nc(C)sc3c2)CC1	-33	12	7	4	-2.5	-10	13	-1
CCOC(=O)c1ccc(NC(=O)CC2C(=O)N(c3ccc(F)cc3)C(=O)N2CCC(C)C)cc1 (centres undefined)	9	39	33	-30	-1.8	2	36	-2
COC(=O)c1cc(S(=O)(=O)N2CCC(C)CC2)ccc1F	3	19	-11	-2	-1.8	-8	16	-4
Cc1nn(CCc2nn[nH]n2)c2nc(-c3ccccc3)cc(C(F)(F)F)c12	-14	12	3	3	-0.6	-6	22	1
CC(C)Sc1nnc2n(CCc3ccccc3)c(=O)c3c4c(sc3n12)COC(C)(C)C4	-11	14	-1	40	2.1	-13	-1	1
O=C(COC(=O)c1c2ccccc2cc2ccccc12)NCC(F)(F)F	-4	40	37	18	0.2	0	38	-5
COc1ccc(NC(=O)c2cccc(-c3ccc(O)cc3)c2)cn1	7	-38	-12	37	3.1	6	-95	3
CNC(=O)c1nnc(Cc2ccc(Cl)cc2)o1	14	13	9	-12	-0.1	9	4	-1
CC(C)Cn1c(N)c(C(=O)COC(=O)Cc2cccs2)c(=O)n(C)c1=O	-28	18	2	0	5.9	4	-3	-1
O=C(NCC1CCCO1)c1ccc(NC(=O)c2cccc([N+](=O)[O-])c2)cc1 (centres undefined)	16	-2	-5	-3	2.0	-5	-7	-2
CCOc1ccc(CCNC(=O)C2=C(C)C(=O)OC23CCC(C)CC3)cc1 (centres undefined)	-1	9	8	-15	2.0	11	10	-5
Cc1ccc(O)c(C2=Nc3ccccc3N=C(c3cccc([N+](=O)[O-])c3)C2)c1	-12	3	14	-25	1.6	-30	40*	2
S=C(c1ccc(-c2cc(Cl)ccc2Cl)o1)N1CCOCC1	-21	13	11	-9	-0.3	4	34	1
COc1ccc(CCNC(=O)NC2CCCCC2)cc1OC	-7	14	6	21	1.2	-12	13	0
O=C(NNc1ncc(C(F)(F)F)cc1Cl)c1c(Cl)cccc1Cl	-27	10	6	30	-0.5	31	22	0
Cc1ccc(C(=O)Nc2nc(-c3ccccn3)cs2)cc1S(=O)(=O)N1CCOCC1	-58	28	-3	89*	4.1	36	13	3
COc1ccc(CNC(=O)c2cc(C)nn2-c2ccccc2)cc1	17	9	-11	0	-2.3	8	-3	0
O=C(O)C=C1C2CC3CC(C2)CC1C3	8	20	13	22	-0.2	5	13	0
O=C(c1ccc(F)c(S(=O)(=O)N2CCOCC2)c1)N(c1ccccc1)c1ccccn1	14	5	1	8	-1.3	-1	18	-1
CCOC(=O)c1c(NC(=O)COc2ncnc3ccccc23)sc(C(C)=O)c1C	-6	4	16	20	0.0	5	-6	-2
O=C(Nc1ccc(Cl)c(Cl)c1)OCCNC(=O)c1cccc(Cl)c1	15	-8	-23	-2	-1.2	-16	-6	-1
CCN(CC)c1ccc(/C=N/NC(=O)c2ccoc2C)cc1	-231	21	-39	-36	-3.8	-133	-1	-2
CCCCCCCCCOC(=O)C1N2C(=O)[C@@H](NC(=O)COc3ccccc3)[C@H]2SC1(C)C (some centres undefined)	14	9	4	-7	-0.5	7	13	0
COc1ccc(CCc2nc(C)ccc2O)cc1	7&-6	5&-1	4&2	16&20	5.8&0.0	3&-10	11&6	0&2
CCOC(=O)N1CCN(C(=O)CS(=O)Cc2nc(-c3ccc(C)cc3)oc2C)CC1 (centres undefined)	12	16	10	3	1.0	8	14	-3
Cc1cc(C(=O)NNc2c(Cl)cccc2Cl)n(C(C)(C)C)n1	-11	0	4	26	-0.3	1	3	-3
Cc1c(/C=N/Nc2ccc(C(=O)O)cc2)c2ccccc2n1C	-51	0	-2	5	-0.1	-6	-6	-2
COC(=O)c1cc(CSc2ncnc3sccc23)oc1C	-11	33	11	18	4.6	-14	7	3
Cc1c(Cl)ccc2c(C(N)=O)cc(-c3ccccn3)nc12	16	-5	11	48	1.5	8	19	8
CN(C)c1ccc(NC2=C([N+](=O)[O-])CS(=O)(=O)C2)cc1	20	11	7	32	-0.9	-10	14	-5
COc1ccc2c(C)cc(SCC(=O)c3ccc4c(c3)OCO4)nc2c1	-4	27	4	-9	-1.4	-17	5	0
CCOC(=O)[C@@H]1[C@H]2COc3cc(OC)ccc3[C@@H]2N2C(=O)N(c3ccc(C)cc3)C(=O)[C@@]12C	12	23	24	6	-1.7	18	23	-2
O=C(Cn1[nH]c(=O)c2ccccc2c1=O)NCc1cccnc1	-13	0	4	0	1.4	-13	9	-2
Nc1ccccc1-c1nnc(SCC(=O)Nc2ccccc2OC(F)F)[nH]c1=O	4	14	-2	7	-1.4	-4	5	1
CCOC(=O)c1nn(-c2ccccc2)c2nc(-c3ccc(OC)cc3)c(C#N)c(=O)n12	11	-8	-22	6	2.0	5	17	-2
COc1ccc(Cc2nnc(NC(=O)c3ccc(OC)c(OC)c3)s2)cc1OC	0	12	5	6	-1.6	-7	2	0
CCc1ccc(NC(=O)CC2C(=O)Nc3c2c(=O)n(C)c(=O)n3C)cc1 (centres undefined)	-1	1	2	21	-0.9	-7	-1	-1
CC1CN(C(=O)CN(C)S(=O)(=O)c2ccc3ccccc3c2)CC(C)O1 (centres undefined)	20	18	0	8	1.7	5	24	-5
COc1cccc(/C=N/NC(=O)C(C)n2nc(C)c([N+](=O)[O-])c2C)c1O (centres undefined)	-28	23	9	12	1.6	-6	21	1
Cc1ccc(N(CC(=O)NCCSc2nc3ccccc3s2)S(=O)(=O)c2ccccc2)c(C)c1	2	24	24	3	0.6	0	19	-4
CC(C)Cn1c(SCC(=O)N2CCN(C(=O)c3ccco3)CC2)nc2ccccc2c1=O	6	25	11	12	1.4	9	-14	-5
Cc1cc(C)n(CC(=O)N/N=C/c2cc(Br)cc([N+](=O)[O-])c2O)n1	-1	13	27	9	-1.4	-7	12	-3
CS(=O)(=O)NCc1ccc(C(=O)NCc2ccccc2)cc1	2	4	-6	-6	-1.2	5	-10	-2
COc1ccc(N=CC2=C(Nc3ccc(OC)cc3)c3c(C)nn(-c4ccccn4)c3CC2)cc1	-39	51*	17	90*	59*	21	20	6
Cc1ccccc1NC(=O)Cc1nnc(SCC(=O)N2CCN(c3ccccc3)CC2)n1C	1	-3	-6	7	-1.7	-4	8	0
O=c1c(Cl)c(NC2CC2)cnn1-c1ccccc1	1	12	-5	0	3.1	3	5	1
Cc1ccc(P(=Nc2ccccc2)(N2CCOCC2)N2CCOCC2)o1	0	4	7	-9	1.5	-16	11	-2
c1csc(CCNc2ncnc3sc4c(c23)CCC4)c1	-12	24	-7	36	7.2	31	17	0
O=C(COC(=O)/C=C/c1cccc(C(F)(F)F)c1)NCc1ccc(F)cc1	-7	9	12	17	1.7	10	18	-1
Cc1cc(=O)oc2cc(OCC#N)ccc12	10	2	-2	25	3.6	-7	11	-4
S=C1Cc2ccccc2C(c2ccc(Cl)cc2)N1 (centres undefined)	-40	28	20	11	0.1	8	10	-7

13 entries already listed, sorted by formula weight, lowest first.
SMILES	697 NFkB inh	tim23-1 inh	TIM10 inh	Mdm2 MdmX PPI	UPR CHOP act	Jurkat NFkB inh	tim10-1 inh	UPR XBP1 act
O=C(Cn1[nH]c(=O)c2ccccc2c1=O)NCc1cccnc1	-13	0	4	0	1.4	-13	9	-2
Cc1cc(C(=O)NNc2c(Cl)cccc2Cl)n(C(C)(C)C)n1	-11	0	4	26	-0.3	1	3	-3
S=C(c1ccc(-c2cc(Cl)ccc2Cl)o1)N1CCOCC1	-21	13	11	-9	-0.3	4	34	1
COc1cccc(/C=N/NC(=O)C(C)n2nc(C)c([N+](=O)[O-])c2C)c1O (centres undefined)	-28	23	9	12	1.6	-6	21	1
CCOc1ccc(CCNC(=O)C2=C(C)C(=O)OC23CCC(C)CC3)cc1 (centres undefined)	-1	9	8	-15	2.0	11	10	-5
Cc1nn(CCc2nn[nH]n2)c2nc(-c3ccccc3)cc(C(F)(F)F)c12	-14	12	3	3	-0.6	-6	22	1
Cc1cc(C)n(CC(=O)N/N=C/c2cc(Br)cc([N+](=O)[O-])c2O)n1	-1	13	27	9	-1.4	-7	12	-3
Nc1ccccc1-c1nnc(SCC(=O)Nc2ccccc2OC(F)F)[nH]c1=O	4	14	-2	7	-1.4	-4	5	1
CCOC(=O)N1CCN(C(=O)CS(=O)Cc2nc(-c3ccc(C)cc3)oc2C)CC1 (centres undefined)	12	16	10	3	1.0	8	14	-3
Cc1ccc(C(=O)Nc2nc(-c3ccccn3)cs2)cc1S(=O)(=O)N1CCOCC1	-58	28	-3	89*	4.1	36	13	3
COc1ccccc1CCNC(=O)c1cccc(S(=O)(=O)N2CCc3ccccc3C2)c1	10	23	12	6	-1.2	-1	6	-1
CC(C)Sc1nnc2n(CCc3ccccc3)c(=O)c3c4c(sc3n12)COC(C)(C)C4	-11	14	-1	40	2.1	-13	-1	1
COc1cccc(NC(=O)CN(C)C(=O)CC(NC(=O)c2ccccc2Cl)c2ccccc2)c1 (centres undefined)	17	-7	-4	25	2.2	-9	0	-2

Outcome played no part in choosing rows; about 6.6% have a hit in one of these screens.
